# Screening data as filed in PubChem BioAssay.
# CD40 NFkB inh – inhibitors of CD40-induced NF-kB signaling, primary screen, BL2 cells, luciferase reporter, single point. CD40L-induced, 4 h. inhibition, % at 10 µM. 0.94% of 83,000 active. AID 1053188, 2014;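 active means mean inhibition of at least 50% with a set share of replicates also reaching that level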;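 further: 0% = neutral control wells and 100% = IKK inhibitor VII at 50 µM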
# * = called active by the depositor; [ ] = remark or other dose.
CD40 NFkB inh,smiles
7[25 µM],COc1ccccc1C(=O)N1C[C@@H]2[C@H](c3ccccc31)[C@H](CO)N2C(=O)C1CCOCC1
-12,O=C(Nc1ccc(F)cc1)N1C[C@@H]2[C@H](c3ccccc31)[C@H](CO)N2C(=O)c1cccnc1
20[25 µM],O=C(C[C@H]1CC[C@H]2[C@@H](COC[C@H](O)CN2Cc2cccc(Cl)c2)O1)NCc1cccc(F)c1
2,CC12CCC(=O)N1C(C(=O)Nc1ccccc1N1CCCC1)CS2 (stereo not given)
-20,CN(C)C(=O)Nc1ccc(F)cc1F
-21,CC(C)SCc1nc2ccccc2[nH]1
-13,COc1ccc(C(CNC(=O)c2cccc(S(=O)(=O)NCc3ccccc3)c2)N2CCOCC2)cc1 (stereo not given)
5,O=C(NCc1cccnc1)c1cc(C(=O)NCc2cccnc2)cc([N+](=O)[O-])c1
3[25 µM],COc1ccc(-c2ccc3c(c2)[C@@H]2[C@@H](CCN2C(=O)Cc2ccccc2)[C@@H](CO)N3C)cc1
4,O=C(O)C1CCN(c2ccc(S(=O)(=O)N3CCCCC3)cc2[N+](=O)[O-])CC1
20[25 µM],CCc1nc(N2[C@H](C#N)[C@@H](c3ccccc3-c3ccccc3F)[C@@H]2CO)sc1C
4,Cc1ccc(S(=O)(=O)N(CC(O)CN2CCCC2)c2ccccc2)cc1 (stereo not given)
15[25 µM],Cc1ccccc1-c1ccc([C@@H]2[C@H](CO)N3C(=O)CN(C(=O)NC4CCCC4)C[C@@H]23)cc1
2,CCC1(CC)C(C#N)C(=O)NC(=O)C1C#N (stereo not given)
-8,COc1ccc(C(=O)CN2C(=O)NC3(CCCCCC3)C2=O)c(OC)c1

# Some of these compounds in order of the CD40 NFkB inh value, ascending:
canonical_smiles,CD40 NFkB inh
O=C(Nc1ccc(F)cc1)N1C[C@@H]2[C@H](c3ccccc31)[C@H](CO)N2C(=O)c1cccnc1,-12
COc1ccc(C(=O)CN2C(=O)NC3(CCCCCC3)C2=O)c(OC)c1,-8
Cc1ccc(S(=O)(=O)N(CC(O)CN2CCCC2)c2ccccc2)cc1 (stereo not given),4

# Further compounds follow.
CD40 NFkB inh,smiles
-24,Cc1nnc(NC(=O)c2ccc3nccnc3c2)s1
8,Cc1ccc(NS(=O)(=O)c2ccc(C(=O)Nc3nncs3)cc2)cc1
-23,O=C(Nc1ccc(-c2cn3c(n2)SCC3)cc1)c1ccc2c(c1)OCO2
1[25 µM],COCC#Cc1ccc([C@@H]2[C@H](C#N)N(C(=O)Cc3ccccc3)[C@H]2CO)cc1
5,COc1ccc(C(=O)OCCNC(=O)c2ccncc2)cc1OC
5,COCC(=O)N1CCC(Oc2ccc(C(=O)NC(C)c3csc(C)n3)cc2)CC1 (stereo not given)
-5[25 µM],C[C@H]1CN([C@@H](C)CO)C(=O)c2cccc(NS(=O)(=O)c3cccs3)c2O[C@H]1CN(C)Cc1ccc2c(c1)OCO2
0,Cc1cc(C)n(Cc2ccc(NC(=O)c3nn(C)cc3[N+](=O)[O-])cc2)n1
-14[25 µM],N#Cc1ccc(-c2ccc3c(c2)[C@H]2[C@H](CCN2C(=O)c2cccnc2)[C@@H](CO)N3)cc1
-11[25 µM],O=C(C[C@@H]1CC[C@@H]2[C@H](COC[C@H](O)CN2S(=O)(=O)c2ccccc2)O1)NCC1CCCCC1
13,Cc1cc(C(=O)O)n(C(C)(C)C)n1
-8,Cn1nnnc1SCC(=O)NCc1ccc2c(c1)OCO2
5[25 µM],COc1cccc(C(=O)N2C[C@@H]3[C@H](c4ccccc42)[C@H](CO)N3C(=O)c2cccc(F)c2)c1
8,Brc1cccc(-c2nnc(SCc3ccon3)n2-c2ccccc2)c1
2,CC(=O)N1CCN(S(=O)(=O)c2cccc(C(=O)N(C)Cc3ccc(C)o3)c2)CC1
7,O=C(Cn1cnnn1)OCC(=O)c1ccc(Cl)s1
-51,COc1cccc(C(=O)NCCS(=O)(=O)NCCc2ccccc2)c1
-11,Cc1ccnc(NC(=O)CSc2ccc3c(c2)OCCO3)c1
-62,Cc1nnc(NCCc2ccccc2)c2ccccc12
4[25 µM],CO[C@H]1CN(C)C(=O)c2cc(NC(=O)NC(C)C)ccc2OC[C@H](C)N(Cc2ccccc2)C[C@@H]1C
13,Cc1ccc2c(N)c(C(=O)N(c3ccccc3)c3ccccc3)sc2n1
-30,O=C(Nc1nnc(-c2cccs2)o1)c1cccc(F)c1
-5,CC1CC(C)CN(C(=O)c2ccc(C(=O)c3ccccc3)cc2)C1 (stereo not given)
6,O=C(Nc1ccc(Cl)c(S(=O)(=O)N2CCOCC2)c1)c1cn2ccccc2n1
0,CCc1ccc(OCC(=O)NNC(=O)Cc2c(F)cccc2Cl)cc1
-95,CC(=NO)c1ccc2c(c1)Cc1cc([N+](=O)[O-])ccc1-2
7[25 µM],C[C@H](CO)N1C[C@H](C)[C@@H](CN(C)S(=O)(=O)c2cccc(F)c2)Oc2ncc(C#CC3(O)CCCC3)cc2C1=O
1[25 µM],C/C=C/c1ccccc1[C@@H]1[C@@H](CO)N(C(=O)CN2CCOCC2)[C@H]1C#N
1,CCOC(=O)c1ccccc1NC(=O)COC(=O)Cc1ccccc1F
-5,COc1ccc(-n2c(=O)n(Cc3ccccc3)c(=O)c3[nH]cnc32)cc1

# Five records drawn at random from those above:
CD40 NFkB inh,smiles
7[25 µM],C[C@H](CO)N1C[C@H](C)[C@@H](CN(C)S(=O)(=O)c2cccc(F)c2)Oc2ncc(C#CC3(O)CCCC3)cc2C1=O
-5,CC1CC(C)CN(C(=O)c2ccc(C(=O)c3ccccc3)cc2)C1 (stereo not given)
-95,CC(=NO)c1ccc2c(c1)Cc1cc([N+](=O)[O-])ccc1-2
4[25 µM],CO[C@H]1CN(C)C(=O)c2cc(NC(=O)NC(C)C)ccc2OC[C@H](C)N(Cc2ccccc2)C[C@@H]1C
1[25 µM],C/C=C/c1ccccc1[C@@H]1[C@@H](CO)N(C(=O)CN2CCOCC2)[C@H]1C#N

# Next part.
CD40 NFkB inh,smiles
7,Cc1ccc(S(=O)(=O)NNC(=O)Nc2cccc3ccccc23)cc1
6,OCCC(N1CCOCC1)C(O)(c1ccccc1)c1ccccc1 (stereo not given)
1,COc1ccc(Nc2cc(Cl)ccc2C(=O)O)cn1
18,CC(=O)c1c(N2CCOCC2)nc2ccc(Cl)cc2c1-c1ccccc1
2,Cc1nn(CC(=O)N(C)C2CCS(=O)(=O)C2)c(C)c1S(=O)(=O)N(C)C (stereo not given)
-68,Cc1[nH]c2ccccc2c1/C=N/NC(=O)Nc1ccccc1
-4,N#CNC1=NCN(Cc2ccccc2)CN1
-4,CCOC(=O)c1oc2cc(O)cc(C)c2c(=O)c1-c1cscn1
10,CCOC(=O)N1CCN(C(=O)c2ccc(NS(=O)(=O)c3ccc(F)cc3)cc2)CC1
2,COc1cccc(/C=C/C(=O)OCC(=O)NCCNC(=O)COC(=O)/C=C/c2cccc(OC)c2)c1
8,CC(OC(=O)Cc1c[nH]c2ccccc12)C(=O)Nc1ccc(S(N)(=O)=O)cc1 (stereo not given)
-112,CCCCOC(=O)Nc1nnc(C(C)C)s1
5,CCOC(=O)c1c(CN(CC)CC)oc2cc(Br)c(O)cc12
2,O=C(CNC(=O)c1ccccc1)NCCc1nc2ccccc2[nH]1
8,COc1ccc(S(=O)(=O)NCC2CCC(C(=O)NCc3ccco3)CC2)cc1 (stereo not given)
-11[25 µM],CCC(=O)N1CC[C@@H]2[C@H](CO)Nc3ccc(C#Cc4ccc(OC)cc4)cc3[C@@H]21
-8,Cc1cc(NC(=O)CN2CCOCC2)n(-c2nc3ccccc3s2)n1
6,NC(=O)c1ccc(Oc2ccc(Cl)c3ccccc23)c([N+](=O)[O-])c1
3[25 µM],CC=Cc1ccc2n(c1=O)C[C@@H]1[C@@H](CO)[C@H](C(=O)NCc3cccc(OC)c3)N[C@H]21 (mixture of isomers)
-4,CC(=O)N(C)C[C@@H]1Oc2ccc(NC(=O)NC(C)C)cc2C(=O)N(C)C[C@@H]1C
1,O=S(=O)(/N=C(/Nc1ccccn1)c1ccccc1)c1ccc(F)cc1
10[25 µM],O=C(C[C@H]1CC[C@@H]2[C@H](COC[C@H](O)CN2Cc2ccc(C(F)(F)F)cc2)O1)N1CCc2ccccc2C1
3,O=C(NC1CCCCC1)N1CC(=O)N2[C@H](C1)[C@H](c1ccc(-c3cccnc3)cc1)[C@@H]2CO
-7,Clc1ccc2oc(-c3cccnc3NCc3ccccc3)nc2c1
-3,O=S(=O)(c1ccccc1)N(CC(O)CN1CCCCC1)c1ccccc1 (stereo not given)
3,Cc1sc2ncnc(OCC(=O)N3CC(=O)Nc4ccccc43)c2c1C
-40,CCN(CC)c1ccc(/C=N/NC(=O)Nc2ccccc2)cc1
6,CCOc1ccccc1CNC(CC)CO (stereo not given)
-4,O=C(NCCC1=CCCCC1)C1CCN(S(=O)(=O)c2ccc(-n3cnnn3)cc2)CC1
5,Cc1cnc(C(=O)Nc2ccc(-n3cnnn3)cc2)cn1
-14,C[C@@H]1CN([C@H](C)CO)C(=O)c2ccccc2-c2ccccc2CO[C@@H]1CN(C)C(=O)c1ccccc1
10,O=C(O)c1sccc1S(=O)(=O)N1CCN(c2ccc(C(F)(F)F)cn2)CC1
-7[25 µM],CN(C)C(=O)[C@H]1[C@H](CO)[C@H]2Cn3c(ccc(-c4cncnc4)c3=O)[C@@H]1N2C(=O)NC1CCCC1
-3,COC(=O)c1ccc(N2CCCCC2)c(NC(=O)c2ccco2)c1
-35,O=C(NCc1ccco1)c1ccc(-c2cccc(Cl)c2)o1
12,CCCCCN(C(=O)COC(=O)Cc1c(C)nc2ccccc2c1C)c1c(N)n(CCCC)c(=O)[nH]c1=O
3,Cc1ccc(S(=O)(=O)Nc2ccc(Br)cc2/C=N/n2cnnc2)cc1
2,COc1ccc(S(=O)(=O)N2CCN(C(=O)[C@@H]3CCCN3C(=O)c3cccs3)CC2)cc1
2,CCCn1nnc(NC(=O)Cc2ccccc2)n1
2,CC1CN(Cc2cnc(Cl)s2)CC(C)O1 (stereo not given)
2,C=C(C)Cn1c(CCNC(=O)C(C)C)nc2ccccc21
7,O=C(c1ccc2c(c1)OCO2)N1C[C@@H]2[C@H](c3ccccc31)[C@H](CO)N2Cc1ccc2c(c1)OCO2
-19,COc1cccc(C(=O)Nc2nc(-c3ccc4c(c3)OCO4)cs2)c1
1,Cc1cc(C)c(S(=O)(=O)NCC(=O)NCc2ccccn2)c(C)c1
16,O=[N+]([O-])c1ccc(N2CCCCC2)c(Cl)c1N1CCCCC1
1,O=C(CCC(=O)Nc1nnc(C2CCCCC2)s1)NCc1cccs1
-11,O=C(Nc1nnc(-c2cccs2)o1)c1ccco1
3,CO[C@H]1CN(C)C(=O)c2ccc(NC(=O)C3CCC3)cc2OC[C@H](C)N(C)C[C@@H]1C
-31,O=C(NCc1cccnc1)c1ccc2c(c1)N(Cc1ccccc1)CCS2
-25,Cc1cc(C)nc(SCC(=O)c2ccc3c(c2)OCCO3)n1
-2,COc1cc(OC)cc(C(=O)NNC(=S)NC2CC2)c1
6,O=C1CC2(CCN(C(=O)COc3ccccc3)CC2)Oc2ccccc21
11,COCCCNC(CC(=O)Nc1cc(C)cc(C)c1)C(=O)O (stereo not given)
4,COc1cccc(OC2OC3COC(C)(C)OC3C(O)C2NC(C)=O)c1 (stereo not given)
-11[25 µM],COc1ccc(CNC(=O)C[C@H]2C[C@H]3c4cc(N(C)C)ccc4O[C@H]3[C@H](CO)O2)cc1
-2,COc1ccc(CNC(=O)c2ccc[nH]2)cc1Cl
15,CC(O)CNc1cnccn1 (stereo not given)
6,Cc1cc(C)nc(NC(=O)c2c(-c3ccccc3Cl)noc2C)n1
-24,CC(=O)Nc1cccc(C(=O)OCC(=O)NC2CCCCCCC2)c1
2[25 µM],O=C(C[C@@H]1CC[C@H]2[C@@H](COC[C@@H](O)CN2CCC(F)(F)F)O1)NCc1ccc2c(c1)OCO2

# Shown in CSV form: part of the list above
mol,CD40 NFkB inh
O=C1CC2(CCN(C(=O)COc3ccccc3)CC2)Oc2ccccc21,6
CC(=O)Nc1cccc(C(=O)OCC(=O)NC2CCCCCCC2)c1,-24
O=C(C[C@@H]1CC[C@H]2[C@@H](COC[C@@H](O)CN2CCC(F)(F)F)O1)NCc1ccc2c(c1)OCO2,2[25 µM]
CC(O)CNc1cnccn1 (stereo not given),15
O=C(CCC(=O)Nc1nnc(C2CCCCC2)s1)NCc1cccs1,1
O=C(Nc1nnc(-c2cccs2)o1)c1ccco1,-11

# New compounds follow
CD40 NFkB inh,smiles
6,CO[C@@H]1CN(C)C(=O)c2ccc(NC(=O)C3CCC3)cc2OC[C@@H](C)N(Cc2nccs2)C[C@H]1C
-17[25 µM],CCCNC(=O)C[C@H]1CC[C@@H]2[C@@H](COc3ccc(NC(=O)CC)cc3C(=O)N2C)O1
-15[25 µM],CO[C@@H](CN(C)S(=O)(=O)c1cccc(Cl)c1)[C@@H](C)CN(C(=O)Nc1ccccc1F)[C@H](C)CO
0,O=C(NCC[C@@H]1CC[C@@H](NC(=O)C2CCCC2)[C@H](CO)O1)c1cnccn1
-1,O=C(CN1c2cccc3cccc(c23)S1(=O)=O)N1CCN(c2ccc(F)cc2)CC1
-13,Cc1cccc(C(=O)NCC(=O)N2CCN(c3ccccn3)CC2)c1
-9[25 µM],O=C(C[C@H]1C[C@H]2c3cc(NC(=O)C4CCC4)ccc3O[C@H]2[C@@H](CO)O1)NCc1ccc(Cl)cc1
1,COc1ccc(CNC(=O)c2ccc(CS(=O)c3ccccc3)o2)cc1 (stereo not given)
4,Cc1nn(CC(=O)Nc2ccc(N3CCOCC3)cc2)c(C)c1Cl
-1,CN(C)CCNC(=O)c1scc2c1CCCC2
-15,CCOC(=O)c1c(C)cccc1OCC(N)=O
-4,O=C(O)c1cccc(COc2cccc3ccccc23)c1
-20[25 µM],O=C1N[C@@H](Cc2ccccc2)COCc2cn(nn2)CC[C@@H]1Cc1cccc(F)c1
5,CCOC(=O)Nc1cc(C)c(Cl)cc1OC
-3[25 µM],CO[C@H]1CN(C)C(=O)c2ccc(NC(=O)Nc3ccccc3)cc2OC[C@@H](C)N(C(=O)CC2CC2)C[C@@H]1C
7,CCCSc1nc(C)cc(C)c1S(C)(=O)=O
17,O=C(c1ccccc1)N1CCn2c(nc3ccccc32)C1
4,COc1ccc(S(=O)(=O)N2N=C(C)Oc3ccccc3C2=O)cc1
-65,O=C(NCC1COc2ccccc2O1)c1ccc(Br)s1 (stereo not given)

# This is a subset (hit frequency here may not be typical).
